Screening data from PubChem.
Tat export inh: E. coli Tat export inhibitors, primary screen, MC4100, TorA-mCherry reporter, fluorescence, single point; inhibition, % at 10 µM; 0.036% of 340,000 active;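 active = mean replicate inhibition at least 50% and at least half of replicates individually reaching 50%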;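 note: exported cargo escapes ClpAP degradation while cytoplasmic cargo is degraded and loses fluorescence; 0% = median of neutral control wells and 100% = median of NaSCN control wells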
AddAB inh: growth inhibition of E. coli expressing H. pylori AddAB, primary screen, AddAB inhibitor project, absorbance | AID 435030, 2010 | 0.29% of 330,000 active | inhibition, % at 11.9 µM; in the data active = inhibition above about 12%;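 note: 0% = vehicle wells of infected cells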
Ecoli viability: E. coli V3065 growth inhibition, primary screen, counter-screen for AddAB inhibitor project, absorbance, OD600; inhibition, % at 11.9 µM; 0.27% of 330,000 active; 18 h;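 active = inhibition above the campaign's mean inhibition across all tested compounds plus 3 SD, cut at about 9.9% in these data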;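 note: uninfected addAB+ strain grown without phage in ampicillin broth; 0% = DMSO wells and 100% = ciprofloxacin 0.95 µg/ml wells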
DAGLB inh: DAGLB lipase inhibitors, primary screen, biochemical, fluorescence, HTS; HEK293T DAGLB membrane lysate, EnzChek fluorogenic substrate; 0.059% of 340,000 active; inhibition, % at 5.17 µM; in the data active = inhibition above about 34%;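 note: 0% = enzyme with vehicle and 100% = wells lacking enzyme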
Target sequence (Q8NCG7 whole entry, looked up): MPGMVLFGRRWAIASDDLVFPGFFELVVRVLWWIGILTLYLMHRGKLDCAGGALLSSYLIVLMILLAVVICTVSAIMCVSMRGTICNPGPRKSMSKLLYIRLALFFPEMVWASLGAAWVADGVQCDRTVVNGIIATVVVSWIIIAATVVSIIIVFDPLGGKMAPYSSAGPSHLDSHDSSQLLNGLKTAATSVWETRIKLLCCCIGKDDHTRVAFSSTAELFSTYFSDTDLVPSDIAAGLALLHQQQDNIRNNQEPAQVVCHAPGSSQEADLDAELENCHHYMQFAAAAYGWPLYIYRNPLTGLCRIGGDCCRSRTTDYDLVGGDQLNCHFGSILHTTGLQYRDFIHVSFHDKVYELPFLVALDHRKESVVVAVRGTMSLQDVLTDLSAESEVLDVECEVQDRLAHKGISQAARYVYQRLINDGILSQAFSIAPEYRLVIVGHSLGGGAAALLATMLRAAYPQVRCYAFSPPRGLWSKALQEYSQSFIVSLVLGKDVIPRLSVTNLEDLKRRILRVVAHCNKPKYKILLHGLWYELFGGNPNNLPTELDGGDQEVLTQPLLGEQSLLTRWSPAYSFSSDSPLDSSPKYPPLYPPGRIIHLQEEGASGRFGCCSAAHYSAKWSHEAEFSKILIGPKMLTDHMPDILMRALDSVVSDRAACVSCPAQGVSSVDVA
phage Ecoli inh: growth loss of phage-infected E. coli, primary screen, RecBCD inhibitor project, absorbance, with phage, HTS; inhibition, % at 11.9 µM; 0.26% of 360,000 active; in the data active = inhibition above about 11%
Mot1-301 SUMO: yeast Mot1-301 growth rescue at high temperature, primary screen, SUMOylation pathway inhibitor project, S. cerevisiae, ATP luminescence, 38.5C. S. cerevisiae Mot1-301 growth rescue; percent above DMSO median, 100 means doubled. growth rescue, % at 18.8 µM. 1% of 320,000 active;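 active = every valid replicate shows activation above 250% relative to neutral control wells; inactive = the rest, any valid replicate at or below 250%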;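 note: OY570 slx delta 5 strain wells were the positive control but not used for scaling; some compounds called inactive have numbers as strong as hits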
HTR5A inv ctr: HTR5A inverse agonists in luminescence cell assay, primary screen, counter-screen for OPRM1-OPRD1 heterodimer inverse agonist project, full-deck HTS; 5-hydroxytryptamine receptor 5A (Homo sapiens), P47898; HTR5A cell line, inverse agonism; inhibition, % at 9.3 µM; 0.083% of 340,000 active; AID 504634, 2011; in the data active = inhibition mostly above about 23%, no sharp cut-off; inactive = mostly below about 18%;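 note: 0% = cells with DMSO and 100% = no-cell wells with DMSO; some compounds called inactive have numbers as strong as hits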
PKA-R1A act: activators of PKA-R1A holoenzyme, primary screen, biochemical, fluorescence polarization, Cy5-IP20, bovine R1A, mouse PKAc | cAMP-dependent protein kinase type I-alpha regulatory subunit (Bos taurus) + … | PKA-R1A dissociation; scaled: DMSO 0%, 113 µM cGMP 100% | activation, % at 11.4 µM | 0.083% of 340,000 active;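 active = percent activation above the mean of all tested compounds plus 3 SD, cut at about 19% in these data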;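 note: higher means more PKAc released from R1A so a rise in polarization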
HTR5A ag: HTR5A agonists in luminescence cell assay, primary screen, counter-screen for OPRM1-OPRD1 heterodimer agonist project, full-deck HTS. 5-hydroxytryptamine receptor 5A (Homo sapiens), P47898. cell-based. activation, % at 9.3 µM. 0.61% of 340,000 active. AID 504692, 2011; in the data active = activation mostly above about 9.5%, no sharp cut-off; inactive = mostly below about 7.6%;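 note: 0% = cells with vehicle only and 100% = reference agonist; strong numbers were not always called active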
PKA-R2B act: activators of PKA-R2B holoenzyme, primary screen, biochemical, fluorescence polarization, Cy5-IP20, human | cAMP-dependent protein kinase catalytic subunit beta (Homo sapiens) + cAMP-dependent … | PKA-R2B holoenzyme dissociation; R2B truncated from residue 108, S112A mutant; 0% DMSO only, 100% 113 µM cGMP | activation, % at 11.4 µM | 0.079% of 340,000 active | AID 504700, 2011;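 active = activation above a cutoff set at the mean over all compounds plus 3 SD, cut at about 18% in these data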;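 note: higher means more holoenzyme dissociation and a rise in polarization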
CDK5 p35 inh: inhibitors of human CDK5/p35 kinase, primary screen, biochemical, single concentration | Cyclin-dependent kinase 5 (Homo sapiens) + Cyclin-dependent kinase 5 activator 1 (Homo … | Recombinant CDK5/p35, ADP-Glo luminescence, 60 min | inhibition, % at 10 µM | 0.01% of 330,000 active | AID 488839, 2010;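 active = highest replicate inhibition of at least 50% and at least 75% of replicates reaching 50%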;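 note: plate controls were DMSO neutral control for no effect and GW8510 at 10 µM for full effect; many of its hits are not listed in these tables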
An asterisk follows results filed as active; x = not tested or not shown. Outcome played no part in choosing rows. About 2.3% of those tested had a hit in this group.

Compound	Tat export inh	AddAB inh	Ecoli viability	DAGLB inh	phage Ecoli inh	Mot1-301 SUMO	HTR5A inv ctr	PKA-R1A act	HTR5A ag	PKA-R2B act	CDK5 p35 inh
Cc1cc(C)cc(-n2nnc(C(=O)NCc3ccccc3)c2N)c1	13	-0.8	-0.6	-4	0.8	-10	0	-1	0	-7	1.8
O=c1c2cc(NC(=S)N3CCC(N4CCCCC4)CC3)ccc2nc2n1CCCCC2	-7	-1.4	0.1	1	1.6	-16	-16	3	6	-12	0.3
c1ccc(-c2nccc(-c3ccc4c(c3)OCO4)n2)cc1	2	0.3	0.5	-18	0.8	17	-1	-11	0	3	0.8
CCn1nc2cc(C(=O)NCc3cc(C(F)(F)F)cc(C(F)(F)F)c3)ccc2c1OC	2	3.7	-4.5	-3	-0.4	13	-1	-6	8	7	0.6
O=C(Nc1ccc(-c2ccco2)cc1)C1CCCN(Cc2ccc(CO)o2)C1 (stereo not given)	17	5.7	-1.1	3	-0.7	-23	-9	-6	1	-8	-0.1
CCC(=O)OCC(=O)N=c1sccn1Cc1ccc(C)cc1	7	2.6	3.3	-2	0.1	-8	-27	5	-3	-1	0.1
CCc1nnc(NC(=O)CSc2nnc(-c3cccnc3)n2CCc2ccccc2)s1	-6	2.6	2.9	0	1.5	-8	-15	-13	6	3	-0.4
C[N+]1(CN2C(=O)C3C4C=CC(C4)C3C2=O)CCCCC1 (stereo not given)	-12	2.0	-0.8	3	-0.6	-4	16	0	5	-9	0.6
O=C(Cc1cn(-c2ccccc2)nc1-c1ccccc1)N1CCCCC1	-7	0.5	2.6	-4	2.6	513	13	-4	-4	-6	-1.8
CCOCCn1c(CN2CCN(CCO)CC2)nc2c1c(=O)n(C)c(=O)n2C	-11	-2.2	-0.9	-2	0.8	-2	2	-10	-3	-4	-0.5
COc1cccc(CNC(=O)COc2cc(O)c3c(c2)OC(C)(C)CC3=O)c1	-6	1.7	-0.2	-8	5.8	157	-17	0	4	-8	-2.2
COc1cc(C)c(S(=O)(=O)n2c([N+](=O)[O-])cnc2C)cc1C	5	2.7	-1.4	0	0.2	-9	-9	-4	5	3	0.2
Cc1c(Br)c([N+](=O)[O-])nn1C(C)C(=O)NCc1cccs1 (stereo not given)	-5	6.0	5.0	3	0.6	9	-5	-7	-5	9	-1.3
O=C1C(=O)N(c2ccccn2)C(c2ccc(Br)cc2)/C1=C(/O)c1ccc(Br)cc1 (stereo not given)	-1	x	x	3	0.3	-14	-6	3	2	-12	-0.8
O=C(O)c1cccc(-c2nnn(Cc3ccccc3)n2)c1	14	2.9	2.3	0	2.2	11	22	-1	0	7	-1.3
CCOC12CC(C)(C)CC(C)(CC3=C1C(=O)CC(C)(C)C3)C2 (stereo not given)	-2	3.6	1.7	-3	2.1	-8	-11	8	-1	2	-0.9
COc1ccc(CNC(=S)Nc2cccc(OC)c2)cc1	9	-1.2	0.3	1	4.4	-12	4	-1	-1	-2	0.4
O=C(CSCc1cnn(-c2ccccc2)c1-n1cccc1)NCc1cccnc1	-5	1.5	-0.4	-1	2.1	10	-2	-2	1	-6	1.2
COc1ccc(CCSc2nnc(C3CCCCC3)n2N)cc1	1	-1.4	0.7	-9	1.7	103	-11	4	4	-8	-3.3
COc1cccc(C(=O)NNC(=S)NC2CCCCC2)c1	-1	0.5	0.5	0	1.7	-18	4	-1	-5	-2	2.7
C[C@H](CO)N1C[C@H](C)[C@@H](CN(C)C(=O)Nc2ccccc2)Oc2c(NC(=O)C3CCCCC3)cccc2C1=O	-6	0.2	-1.6	1	5.3	21	-18	-5	7	-2	0.4
Cn1c(=O)[nH]c(=O)c2c1nc(NC1CCCCC1)n2Cc1ccccc1	-3	4.2	0.6	5	1.5	14	1	-5	4	-1	-1.2
O=C(CCCn1ncn2c(cc3occc32)c1=O)NCc1ccccc1F	-9	1.4	1.4	1	0.0	-2	-23	-1	2	1	x
COCc1ccc(CN2CCC(C(=O)Nc3cccc(-c4cccc(Cl)c4)c3)CC2)o1	0	0.6	1.6	1	1.2	-3	-4	-4	-1	3	-2.0
COc1ccc(CC(=O)NCc2ccc3c(c2)cc(C)n3C)cc1OC	-5	3.5	4.5	3	4.8	7	14	-9	-5	4	0.8
Cc1cccc(Nc2nnc(SCC(=O)NCC3CCCO3)s2)c1 (stereo not given)	-3	-0.7	-1.1	1	0.9	9	-3	-12	1	0	-0.1
COC(=O)Nc1ccc(S(=O)(=O)N2CCCC(C(=O)Nc3cccnc3)C2)cc1 (stereo not given)	-3	3.2	2.0	1	3.0	6	-9	-9	3	6	-2.3
COc1ccc(/C=C/CN2CCCC(CCC(=O)NCc3ccc(F)c(F)c3)C2)cc1 (stereo not given)	3	2.9	0.7	-1	2.6	-1	8	1	-3	-8	3.7
O=c1ccc(-c2ccccc2)no1	-2	-0.3	-0.3	2	0.7	8	-5	1	4	-4	0.8
O=C(C1CC(=O)N(c2ccc(F)cc2)C1)N1CCC(c2nc3ccccc3[nH]2)CC1 (stereo not given)	-2	1.3	2.6	0	1.9	-6	11	-7	0	-1	1.0
Nc1cc(C(F)(F)F)cc2c1SCC(=O)N2	-9	-1.3	-2.5	2	2.0	-17	-21	-4	6	-8	3.5
CCn1c(CSc2nnc3ccccn23)nc2cc(C(=O)O)ccc21	-20	1.2	-1.7	2	1.8	-6	-7	2	0	-5	-0.3
COC(=O)C1SCCN1S(=O)(=O)c1ccc(Cl)cc1 (stereo not given)	4	3.1	1.7	-3	3.7	-11	8	10	-3	16	2.4
Cc1noc(C)c1COc1ccc(C(=O)N(C)CCOc2ccccc2)cc1	2	-0.6	-0.7	-3	0.2	-6	-10	10	2	3	0.9
COc1ccc(/C=C2\SC(N3CCc4ccccc4C3)=NC2=O)cc1OC	4	-0.9	-1.8	1	1.5	3	12	0	-5	-15	1.4
CC(C)(C)n1nnnc1C(c1ccc2ncccc2c1)N1CCC(O)CC1 (stereo not given)	1	1.9	0.8	-6	4.5	5	2	6	-1	-3	0.4
O=C(c1ccccc1)C(CCC(CN1CCOCC1)C(=O)c1ccccc1)CN1CCOCC1 (stereo not given)	6	2.1	-0.6	1	3.7	3	24	-14	-6	-7	0.7
CC/C(=C\C(=O)c1ccncc1)Nc1ccc(O)cc1	-5	-0.6	-2.0	1	6.0	-3	-5	-6	2	-13	0.0
c1ccc(-c2cnn3c(-c4ccccc4)c(-c4ccccc4)nc3n2)cc1	-7	x	x	-58	0.8	x	10	5	4	-4	1.0
O=C(NCCN1CCOCC1)c1ccc(Cl)c(S(=O)(=O)N2CCCCCC2)c1	-5	0.5	0.1	-1	1.9	131	3	-4	-1	1	-1.3
COc1ccc(NC(=O)C2=CC(c3ccc(OC)c(OC)c3)=NS(=O)(=O)N2C)cc1	-4	1.1	-1.6	0	1.3	12	-10	-1	0	-1	-0.7
Cc1ccc(O)c(N=Cc2ccc(C)s2)c1	0	2.1	0.7	0	1.3	1	4	-11	6	-2	0.2
CC(=O)N(C)c1ccc(NC(=O)Cc2cccs2)cc1	-3	1.0	0.6	-3	3.4	1	1	7	0	0	0.1
CCCS(=O)(=O)n1nc(-c2ccc(Br)cc2)cc1N	3	-0.9	0.3	-3	3.6	30	3	5	-1	3	-0.6
Cc1ccc(SCCNS(=O)(=O)c2ccc(F)cc2)cc1	-1	4.5	-1.9	-6	3.5	4	-13	-15	4	-9	-0.7
Cc1ccc(-n2cc(CNC(C)Cn3cncn3)c(-c3ccc(F)cc3)n2)cc1 (stereo not given)	5	-0.1	-1.7	-3	0.6	-2	3	1	-1	-9	0.9
N/C(=N\OS(=O)(=O)c1ccc(Cl)cc1)c1cccnc1	-2	2.9	0.5	-2	2.6	-18	-9	-2	-2	0	0.6
Clc1cccc(Cl)c1-c1noc(CN2CCOCC2)n1	-1	-0.4	-1.6	0	-0.9	-7	1	-2	-5	5	-0.1
Cc1ccc(C)c(Oc2nnnn2-c2ccccc2)c1	-5	-2.2	-0.6	-6	3.1	12	15	4	8	-2	0.6
COc1cc(NC(=O)c2cc(C)no2)c(OC)cc1Cl	0	0.5	-1.4	-4	0.8	-18	-16	-3	5	1	-1.0
O=c1oc2ccccc2c(Nc2ccc(F)cc2)c1[N+](=O)[O-]	-4	3.5	1.1	-1	2.0	5	22	3	-8	-3	1.3
